Source: PubChem BioAssay
Myeloid diff 2 – compounds promoting myeloid differentiation | AID 624256 | hit rate 1% among 360,000 | calls only at 10 µM | ER-HoxA9 myeloid progenitors, lysozyme-GFP differentiation, flow cytometry;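 active = normalized GFP-positive differentiation at or above the plate's own cutoff, the solvent-only control mean plus 3 SD; inconclusive = no clear call, values can overlap the other calls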;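 note: cells exposed to compound for four days before flow analysis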
PhoP inhibition – PhoP-dependent GFP reporter repression – Salmonella Typhimurium, primary screen (AID 1863); S. Typhimurium PhoP-regulated promoter GFP reporter, 4 h; higher % means a stronger effect; one-dose inhibition, % at 50 µM; IC50 in µM for titrated hits; hit rate 0.16% among 300,000;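 active = inhibition over 29.93%, a cutoff 3 SD above the screen mean, later confirmed by dose response; inconclusive = inhibition over 29.93% but no dose response follow-up; inactive = inhibition at most 29.93% or unconfirmed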;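 note: 0% = low Mg2+ inducing control and 100% = high Mg2+ repressing control; strong numbers were not always called active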
KOR beta-arrestin-1 – KOR agonists, beta-arrestin recruitment, primary screen, cell-based, luminescence, uHTS (AID 1777); KOR beta-arrestin recruitment, luminescence; higher % means a stronger effect; activation, % at 10 µM, or EC50 in µM where a hit was titrated; hit rate 0.02% among 280,000; in the data active = activation above about 50%, passing the limit was not always enough; note: a part of the inactive calls stands beside numbers as strong as those of hits
NOD1 inhibition – inhibition of NOD1-driven NF-kB reporter – cell-based, luminescence, uHTS, primary screen (AID 1578); inhibition, % at 4 µM, or EC50 in µM where a hit was titrated; NOD1-driven NF-kB luciferase reporter cells, luminescence; higher % means a stronger effect; hit rate 1% among 290,000; in the data active = inhibition mostly above about 36%, no sharp cut-off; inactive = mostly below about 34%;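 note: HEK-293T reporter cells stimulated with the NOD1 agonist gamma-tri-DAP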
KOR beta-arrestin-2 – kappa opioid receptor blockers – cell-based, luminescence, uHTS (AID 1778); inhibition, % at 10 µM; hits with a dose series show IC50 in µM; hit rate 0.091% among 290,000; KOR beta-arrestin recruitment, luminescence, antagonist mode; higher % means a stronger effect; note: strong numbers were not always called active
LYP phosphatase – inhibitors of LYP phosphatase, biochemical, fluorescence intensity, uHTS (AID 1779); recombinant LYP phosphatase, fluorescence intensity; higher % means a stronger effect; hit rate 0.054% among 290,000; inhibition, % at 11.5 µM; hits with a dose series show IC50 in µM;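 note: plate controls were vehicle with enzyme for no effect and no enzyme for full effect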
HIV fusion peptide – cell-free HIV fusion peptide-binding blockers – biochemical, uHTS, fluorescence dequenching, primary screen (AID 1986). inhibition, % at 20 µM; hits with a dose series show IC50 in µM. hit rate 0.3% among 290,000. cell-free peptide binding, fluorescence dequenching, 30 min; higher % means a stronger effect; in the data active = inhibition mostly above about 52%, no sharp cut-off; inactive = mostly below about 76%; note: some results filed as inactive read as strong as hits
NOD2 inhibition – inhibition of NOD2-driven NF-kB reporter – cell-based, luminescence, uHTS, HEK293 (AID 1566). HEK293 NOD2/NF-kB luciferase reporter, luminescence; higher % means a stronger effect. hit rate 0.63% among 290,000. inhibition, % at 4 µM, or EC50 in µM where a hit was titrated; note: many of its hits are not listed in these tables
Siah-1 displacement – Siah-1 peptide-binding antagonists, primary screen, biochemical, fluorescence polarization, rhodamine-plectin, uHTS (AID 1817). hit rate 0.02% among 290,000. displacement, % at 20 µM, or IC50 in µM where a hit was titrated. Siah-1 / rhodamine-plectin peptide fluorescence polarization; higher % means a stronger effect;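 active = displacement of at least 50% at 20 µM, with a fluorescence ratio check between 0.3 and a set limit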;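 note: plate controls were Siah plus tracer with DMSO for no effect and tracer alone without Siah for full effect; strong numbers were not always called active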
Myeloid diff 2 GFP+ MAC1+ % – further read-out of Myeloid diff 2, marked with its call; GFP+ MAC1+ double positive, %; measured here: differentiation confirmed by MAC1 staining
An asterisk follows results filed as active; i = inactive; u = inconclusive; x = not tested or not shown; + = active, no number; [ ] = another dose, or the depositor's remark. Cut-off read from the data, not from the text of the source, unless noted: active = inhibition above about 50%; inactive = the rest. Some of the compounds tested (hit frequency here may not be typical).

No.	SMILES	Myeloid diff 2	Myeloid diff 2 GFP+ MAC1+ %	PhoP inhibition	KOR beta-arrestin-1	NOD1 inhibition
1	COc1ccc(S(=O)(=O)N2CCOC2CNC(=O)C(=O)NCCc2ccc(OC)c(OC)c2)cc1C (stereo not given)	i	0.3	-1%	0.8%	-17%
2	CCCCCC(=O)N1CCCCC1	i	0.6	-1%	1.2%	10%
3	Cn1c(SCC(=O)N2CCCCC2)nc2c([nH]c3ccccc32)c1=O	i	3.9	0%	-2.7%	-21%
4	Nc1ccc2c(c1)Cc1cc([N+](=O)[O-])ccc1-2	i	0.2	6%	-5.3%	-49%
5	COc1ccc(-c2csc(N(CC3CCCO3)C(=O)c3ccco3)n2)cc1 (stereo not given)	i	2.2	2%	-1.7%	-28%
6	O=C(NCc1ccco1)C1CC(c2cc(C(F)(F)F)cc(C(F)(F)F)c2)=NO1 (stereo not given)	u	x	-7%	5.0%	4%
7	Cc1ccc(CSCC(=O)NCc2ccco2)cc1	i	1.0	-1%	-3.2%	-23%
8	Cn1ccnc1/C(=N\NC(=O)c1ccccc1)c1cccc([N+](=O)[O-])c1	i	0.3	-5%	3.2%	-34%
9	COCCCn1nnnc1SCC(=O)Nc1ccc2c(c1)OCCO2	i	0.2	-8%	0.9%	17%
10	O=C(NCc1ccc(F)cc1)c1cccc2c1C(=O)N(Cc1cccnc1)C2	i	1.1	0%	-3.3%	-8%
11	Cc1ccccc1-c1nnnn1C1CCS(=O)(=O)C1 (stereo not given)	i	0.2	-7%	-4.2%	-12%
12	O=C(Nc1ccc(N2CCN(C(=O)c3cccs3)CC2)cc1)c1ccccc1Cl	i	0.8	1%	-2.3%	-12%
13	CCOC(=O)N1CCC(Nc2c(NCCN3CCN(c4cccc(Cl)c4)CC3)c(=O)c2=O)CC1	i	3.3	4%	-2.4%	-13%
14	COc1ccc(S(=O)(=O)N(CC(=O)NCC2CCCO2)Cc2ccccc2)cc1 (stereo not given)	i	2.3	0%	3.5%	8%
15	COC(=O)c1c(C(=O)OC)c(-c2cccc(F)c2)n2c1CS(=O)(=O)C2	i	0.2	10%	0.1%	-12%

No.	KOR beta-arrestin-2	LYP phosphatase	HIV fusion peptide	NOD2 inhibition	Siah-1 displacement
1	-13%	4%	-0.2%	15%	6%
2	0%	-6%	8.4%	12%	-5%
3	1%	-5%	0.1%	-2%	4%
4	18%	-7%	-1.2%	-31%	-1%
5	18%	7%	-1.4%	14%	5%
6	-73%	1%	0.7%	-16%	-4%
7	18%	1%	1.5%	10%	9%
8	-26%	4%	1.2%	8%	2%
9	-22%	-11%	0.2%	-8%	-5%
10	-15%	0%	-0.9%	20%	5%
11	-19%[20 µM]	-5%	-0.7%	5%	-1%
12	-36%	-6%	-1.9%	-4%	12%
13	21%	-8%	1.8%	6%	2%
14	-8%	-8%	1.1%	17%	-1%
15	-4%	-6%	2.3%	-9%	8%

(continued)
No.	SMILES	Myeloid diff 2	Myeloid diff 2 GFP+ MAC1+ %	PhoP inhibition	KOR beta-arrestin-1	NOD1 inhibition
16	O=C(O)c1cc(-c2ccc(Br)s2)nc2ccccc12	x	x	3%	1.9%	-9%
17	Cc1ccccc1CSc1nnc(NC(=O)Cc2cccs2)s1	i	0.5	-4%	36%	-16%
18	Cc1nnc(NC(=O)CSc2nnc(-c3ccc(S(=O)(=O)N4CCCC4)cc3)n2C)s1	i	7.4	-14%	3.7%	-8%
19	O=C1NC(c2ccco2)Nc2ccccc21 (stereo not given)	i	0.7	4%	-4.2%	-21%
20	O=C(CSc1nnc(-c2cccnc2)n1Cc1ccccc1)N1CCOCC1	i	0.3	12%	-1.8%	6%
21	Clc1ccc(CSc2ccc(-c3ccco3)nn2)cc1	i	0.2	4%	-4.8%	-39%
22	O=C(Nc1ccccc1)NC1CCN(CCCN2C(=O)c3ccccc3C2=O)CC1	i	4.7	4%	-7.8%	18%
23	CCCCCN(C(=O)NC(=O)Nn1cnnc1)S(C)(=O)=O	+	5.3*	0%	-3.1%	-14%
24	Cc1ccc2sc(N(CCCN(C)C)C(=O)CCS(=O)(=O)c3ccccc3)nc2c1C	u	x	16%	-5.0%	-27%
25	CCOc1ccc(-c2nc3scc(-c4cccs4)c3c(=O)[nH]2)cc1	i	1.1	-1%	18%	-15%
26	Cc1ccc(S(=O)(=O)Cn2nnnc2CN2CCN(C(=O)c3ccco3)CC2)cc1	i	0.7	1%	4.8%	4%
27	OCCN(Cc1ccccc1)CC(O)COc1ccc(-c2ccccc2)cc1 (stereo not given)	i	0.1	3%	x	12%
28	COc1cccc(C(=O)NCC(=O)N/N=C/c2cn[nH]c2-c2ccccc2)c1	i	0.9	4%	0.9%	-26%
29	O=C(CCc1nnc2ccc(N3CCC4(CC3)OCCO4)nn12)N1CCCCC1	i	0.8	8%	0.1%	-25%
30	COC(=O)CNC(=O)c1ccc(OC2CCN(C(=O)C3CC3)CC2)cc1	i	0.4	-4%	-1.0%	-21%

No.	KOR beta-arrestin-2	LYP phosphatase	HIV fusion peptide	NOD2 inhibition	Siah-1 displacement
16	-47%	-1%	16%	-9%	5%
17	17%	3%	3.1%	-1%	17%
18	-9%	-6%	-0.4%	14%	11%
19	-7%	-8%	-2.0%	18%	3%
20	2%	4%	0.9%	0%	2%
21	-64%	-1%	6.9%	-57%	23%
22	-8%	-6%	-4.1%	10%	2%
23	10%	-2%	1.1%	-1%	2%
24	-25%	-6%	-0.3%	15%	-4%
25	-5%	-12%	-0.3%	-5%	0%
26	-10%	-1%	-1.3%	0%	1%
27	-79%[20 µM]	-9%	0.3%	17%	-6%
28	-9%	-3%	-1.7%	8%	0%
29	-21%	-12%	-0.8%	0%	1%
30	-27%	-7%	0.1%	14%	3%

(list continues)
No.	SMILES	Myeloid diff 2	Myeloid diff 2 GFP+ MAC1+ %	PhoP inhibition	KOR beta-arrestin-1	NOD1 inhibition
31	CCCc1nnc(NC(=O)Cn2cnc3ccccc3c2=O)s1	i	6.8	1%	10%	12%
32	CC(=O)c1cccc(NC(=O)c2cc(-c3ccc(F)cc3)on2)c1	i	0.8	-18%	-7.0%	-46%
33	CC(C)(C)c1ccc(C(=O)Nc2ccccc2Cl)cc1	i	0.2	-5%	-0.5%	-45%
34	COc1cccc(CN2CCN(Cc3ccc(O)c(OC)c3)CC2CCO)c1 (stereo not given)	i	0.0	7%	-1.2%	-28%
35	O=C(CSc1nc(-c2ccccc2)cc(C(F)(F)F)n1)c1cccc([N+](=O)[O-])c1	i	0.6	14%	3.5%	1%
36	O=C1CCCN1CCCNCC(=O)N1c2ccccc2Sc2ccccc21	i	1.3	-10%	-2.3%	-21%
37	COc1cccc(C(=O)COC(=O)CCC(=O)NC2CCCCC2)c1	i	1.0	-8%	-6.1%	-20%
38	COCCN1CCN(Cc2nc(C3(c4ccc(C)cc4)CCCC3)no2)CC1	i	0.8	-16%	3.6%	-31%
39	Cc1cccc(-n2ccc(=O)c(C(=O)Nc3ccc(S(=O)(=O)Nc4nccs4)cc3)n2)c1	+	x	-3%	5.6%	-20%
40	CCOC(=O)c1ccc(NC(=O)c2cc(S(=O)(=O)N3CCOCC3)cn2C)cc1	i	2.6	x	-8.1%	42%
41	COc1ccc(-c2nnc(SCC(=O)NC3CCCc4ccccc43)n2N)cc1 (stereo not given)	i	0.7	-8%	-6.3%	-25%
42	Cc1ccc2cc(C)c(N3CCC(C)CC3)nc2c1	i	0.2	6%	-4.6%	x
43	Cc1cc(NS(=O)(=O)c2ccc(NC(=O)c3ccc(Cl)cc3[N+](=O)[O-])cc2)no1	i	0.8	-2%	3.2%	-27%
44	Cc1[nH]n(-c2ccccc2)c(=S)c1C=Nc1ccc([N+](=O)[O-])cc1	i	0.7	-11%	-3.6%	6%
45	CCC(CC)C(=O)Nc1ccc(-c2cn3cccnc3n2)cc1	i	0.5	-9%	-3.0%	0%

No.	KOR beta-arrestin-2	LYP phosphatase	HIV fusion peptide	NOD2 inhibition	Siah-1 displacement
31	3%	-3%	0.4%	21%	0%
32	21%	-4%	1.0%	-49%	6%
33	-7%	-4%	0.3%	-112%	-5%
34	-27%	0%	-1.1%	5%	0%
35	-30%	-2%	0.4%	14%	-6%
36	-2%	-7%	-0.5%	-4%	2%
37	6%	-4%	-1.2%	5%	3%
38	-36%	-4%	1.7%	0%	14%
39	19%	-7%	9.3%	10%	-2%
40	-31%[20 µM]	-5%	0.3%	28%	-4%
41	11%	-6%	4.5%	-2%	8%
42	-6%	-5%	-2.9%	x	-7%
43	-9%	-10%	3.5%	7%	0%
44	26%	3%	2.5%	-30%	0%
45	11%	-29%	-1.1%	20%	6%

(further entries)
No.	SMILES	Myeloid diff 2	Myeloid diff 2 GFP+ MAC1+ %	PhoP inhibition	KOR beta-arrestin-1	NOD1 inhibition
46	Cc1ccc(-c2nc(CSCC(=O)N3CCCC3)c(C)o2)cc1	i	0.4	0%	3.4%	16%
47	CCOC(=O)c1ccc(NC(=S)NCCCn2ccnc2)cc1	i	0.4	0%	-1.7%	-38%
48	O=C(NCc1ccccc1)Nc1cccn(Cc2ccccc2F)c1=O	i	1.1	1%	2.4%	-21%
49	CC1CCCC(NC(=O)CNCc2ccccc2F)C1C (stereo not given)	i	0.7	2%	-2.3%	-25%
50	O=C(O)c1ccccc1Sc1ncnc2sccc12	i	0.7	-6%	0.8%	-10%
51	COc1cc(NC(=O)c2ccc3c(=O)n(Cc4ccco4)c(=S)[nH]c3c2)cc(OC)c1OC	i	1.0	-5%	4.8%	x
52	CC(CNC(=O)CCCn1ncn2c(cc3occc32)c1=O)c1ccccc1 (stereo not given)	i	0.9	1%	3.7%	-33%
53	CC1(C)CC2CC(C)(CN2C(=S)NC(=O)c2ccccc2Cl)C1 (stereo not given)	i	1.0	-3%	-4.8%	-16%

No.	KOR beta-arrestin-2	LYP phosphatase	HIV fusion peptide	NOD2 inhibition	Siah-1 displacement
46	-35%	-6%	-2.6%	12%	1%
47	-19%	-3%	-0.6%	1%	7%
48	-4%	-4%	19%	3%	13%
49	8%	-4%	0.1%	10%	-3%
50	-17%	-11%	1.6%	12%	-2%
51	-38%	1%	-3.2%	9%	-10%
52	-4%	-7%	-1.5%	16%	-2%
53	-14%	2%	0.0%	4%	3%

Of the compounds above, 2 have a CF3 group.
No.	SMILES	Myeloid diff 2	Myeloid diff 2 GFP+ MAC1+ %	PhoP inhibition	KOR beta-arrestin-1	NOD1 inhibition
6	O=C(NCc1ccco1)C1CC(c2cc(C(F)(F)F)cc(C(F)(F)F)c2)=NO1 (stereo not given)	u	x	-7%	5.0%	4%
35	O=C(CSc1nc(-c2ccccc2)cc(C(F)(F)F)n1)c1cccc([N+](=O)[O-])c1	i	0.6	14%	3.5%	1%

No.	KOR beta-arrestin-2	LYP phosphatase	HIV fusion peptide	NOD2 inhibition	Siah-1 displacement
6	-73%	1%	0.7%	-16%	-4%
35	-30%	-2%	0.4%	14%	-6%
